From PubChem
CASP6 VEID inh: caspase-6 (human) enzyme inhibition; purified caspase-6, Z-VEID-R110 cleavage fluorescence; AID 686996; inhibition, % at 12.5 µM; P55212; 350,000 compounds, 0.53% hits;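 active means mean inhibition across replicates at least about 35%, with every replicate also reaching that limit, limit read from the data; inconclusive means only one of the two criteria met; inactive means neither criterion met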;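 further: 0% = median of neutral control wells and 100% = no fluorescence left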
Target sequence (P55212 24-179 limits assumed): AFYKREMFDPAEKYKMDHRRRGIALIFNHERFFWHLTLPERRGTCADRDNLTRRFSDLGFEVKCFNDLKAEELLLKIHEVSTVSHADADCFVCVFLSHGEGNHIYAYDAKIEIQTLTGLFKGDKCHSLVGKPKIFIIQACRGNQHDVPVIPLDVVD
Target sequence (P55212 194-293 limits assumed): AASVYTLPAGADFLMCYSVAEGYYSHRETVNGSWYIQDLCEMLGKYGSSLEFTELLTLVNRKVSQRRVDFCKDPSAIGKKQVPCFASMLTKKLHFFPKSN
EWS-Fli block: inhibitors of EWS/Fli oncoprotein transcriptional activity | A673 NR0B1-luciferase reporter, viability-normalised | inhibition, % at 12.6 µM | 350,000 compounds, 0.67% hits | AID 651661;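 active means mean inhibition of at least 50% after viability correction, with every replicate also passing that limit; inconclusive means mean reaches 50% but only one of two replicates passes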;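 further: firefly luciferase signal divided by Alamar Blue viability fluorescence both relative to DMSO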
DENV2 CPE rescue: inhibitors of DENV2 cytopathic effect. DENV2-infected cells, cytopathic effect rescue, plate reader. CPE inhibition, % at 9.99 µM. 350,000 compounds, 1.7% hits. AID 651640; in the data active means CPE inhibition above about 20%, passing the limit was not always enough; inconclusive means no clear call, values can overlap the other calls; tested in BHK-21 cells;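 further: 0% = median of neutral control wells and 100% = median of positive control wells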
ARNT TACC3 PPI: ARNT/TACC3 interaction disruption; Q9Y6A5; AlphaScreen His-ARNT PAS-B/GST-TACC3 binding, luminescence; TACC3 fragment carries E629A point mutation; inhibition, % at 9.99 µM; 390,000 compounds, 0.66% hits;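 active means mean inhibition of replicates at least 50% and at least half of replicates each reaching 50%; inconclusive means half or more replicates reach 50% but mean below 50%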;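 further: 0% = complete ARNT plus TACC3 wells and 100% = ARNT alone without TACC3; many hits fall short of the cut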
LGR2 antag: inhibitors of bursicon-induced Drosophila LGR2 receptor cAMP signaling; HEK293 LGR2, CRE-luciferase, bursicon-stimulated, 4 h; inhibition, % at 9.99 µM; 380,000 compounds, 0.35% hits; AID 720647;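 active means drop in luminescence signal, shown as inhibition above about 50% in the replicate tests, limit read from the data, passing the limit was not always enough; inconclusive means probably only some replicates passing the limit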;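 further: agonist challenge used bursicon conditioned medium at about half maximal strength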
PAX8 inh HTS: PAX8 transcriptional activity inhibition; 360,000 compounds, 1.2% hits; RMG-I TPO-luciferase reporter, SteadyGlo, 24 h; inhibition, % at 12.6 µM; AID 652154;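 active means mean replicate inhibition at least 60% with every replicate also reaching 60%; inconclusive means only one of the two criteria is met; inactive means mean below 60% and not all replicates reaching 60%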;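 further: luciferase light reporting Pax8 driven TPO promoter activity; plate controls were median of neutral control wells for no effect and mitoxantrone controls for full effect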
SIRT5 block: blocks human SIRT5 desuccinylation of peptide | Purified SirT5, succinyl-peptide AMC, trypsin-coupled fluorescence | inhibition, % at 15 µM | 330,000 compounds, 1.1% hits | Q9NXA8; in the data active means inhibition above about 15%; inconclusive means no clear call, values can overlap the other calls
Target sequence (Q9NXA8 whole entry, looked up): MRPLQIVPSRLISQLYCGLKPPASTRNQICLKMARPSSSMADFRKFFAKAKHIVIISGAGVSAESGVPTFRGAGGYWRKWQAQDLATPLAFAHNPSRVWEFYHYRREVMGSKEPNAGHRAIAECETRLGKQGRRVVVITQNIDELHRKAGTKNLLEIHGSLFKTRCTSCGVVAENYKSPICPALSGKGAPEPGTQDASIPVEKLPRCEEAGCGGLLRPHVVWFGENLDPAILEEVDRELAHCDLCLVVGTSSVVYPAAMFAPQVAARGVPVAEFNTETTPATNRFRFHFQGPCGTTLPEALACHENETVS
* hit, by the source's call; ? = inconclusive; / = not tested or not shown; & = joins results of further samples.

SMILES	CASP6 VEID inh	EWS-Fli block	DENV2 CPE rescue	ARNT TACC3 PPI	LGR2 antag	PAX8 inh HTS	SIRT5 block
Cc1cccc(-c2nc(CS(=O)CC(=O)NCCc3ccc(Cl)cc3)c(C)o2)c1 (configuration not stated)	3	/	-1	/	5	15	-5
NS(=O)(=O)c1ccc(N2C(=O)C3CC=CCC3C2=O)cc1 (configuration not stated)	13	-12	-12	0	/	24	-2
COc1ccc(Cl)cc1NC(=O)C(OC)c1ccccc1 (configuration not stated)	-1	7	-7	1	10	13	-5
Cc1ccc(C(=O)N[C@H](C(=O)OCc2cc(=O)oc3cc(C)ccc23)C(C)C)cc1	/	/	/	-3	-17	-4	/
C[C@@H]1CCCCO[C@@H](CN(C)S(=O)(=O)c2ccc(Cl)cc2)[C@H](C)CN([C@@H](C)CO)C(=O)c2cc(NC(=O)NC3CCCCC3)ccc2O1	0	0	-5	5	-6	12	7
O=C(NC1CCCN(c2ccc(C(F)(F)F)cn2)C1)c1ccnc(Cl)c1 (configuration not stated)	0	/	1	4	8	2	-3
CC1ON=C(c2cccc3ccccc23)N(C)C1=O (configuration not stated)	-1	-5	-11	/	19	5	/
O=C(NCc1ccccc1)Nc1cccn(Cc2ccc(Cl)cc2)c1=O	0	-2	8	0	-26	6	-2
O=C(c1cccc(F)c1)N1CCN(c2ccc([N+](=O)[O-])c(N3CCOCC3)c2)CC1	/	/	/	0	-21	27	/
Cc1nc(N2CCN(c3ccccn3)CC2)c2c(C)c(C(=O)Nc3ccc(Br)cc3C)sc2n1	/	-5	7	-4	-1	29	-6
CC(C)C(=O)NNC(=O)CSc1nc(C2CCCCC2)nc2ccccc12	/	/	/	-6	-2	23	/
Cc1ccccc1NC(=O)c1ccc([N+](=O)[O-])o1	5	-1	-3	3	1	23	-3
C[C@]12CC[C@H](O)CC1=CCC1C2CC[C@@]2(C)C1CC[C@@H]2NC(=O)[C@@H](N)Cc1ccccc1 (some centres not stated)	3	24	2	-18	23	1	3
Cc1cc(C)nc(SCC(=O)OCC(=O)Nc2ccccc2)n1	1	-2	2	5	-6	-3	-2
CCOc1[nH]n(-c2ccccc2)c(=O)c1C=Nc1ccc(OC)cc1	-4	1	2	8	-15	-8	2
CC(C)CC(N)c1csc(NC(=O)NCCc2ccccc2)n1 (configuration not stated)	0	10	-2	/	14	4	-3
CCCn1c2ccccc2c2cnn(CC(=O)NC3CCN(Cc4ccccc4)CC3)c(=O)c21	-3	/	-3	0	-4	15	-3
CCOC(=O)c1c(Nc2ccc(OC)cc2)n[nH]c1C	0	-153	10	/	-60	-234	/
CC(C)(O)C#Cc1ccc([C@H]2[C@H](CO)N3CCCCN(C(=O)c4cccnc4)C[C@@H]23)cc1	0	1	-3	4	-19	3	5
CCOC(=O)c1ccc(N2C(=O)C3CCOc4ccccc4C32)cc1 (configuration not stated)	-1	-3	-12	15	13	-4	/
COc1ccccc1C(=O)NCCC(=O)N(C)Cc1ccc(C)o1	-32	-9	-10	-3	-7	5	-3
CCCN(CCC)CCCNC(=O)c1ccc(CS(=O)(=O)c2c(Cl)cccc2Cl)o1	-23	1	-4	-9	2	-11	0
Cc1cc2nc(C3CCN(C(=S)NCC(C)C)CC3)[nH]c2cc1C	0	16	-4	/	-21	-4	-1
O=C(NC(=S)Nc1nc2c(s1)CCCC2)c1ccccc1	3	-11	10	-3	/	-43	/
COC(=O)[C@@]1(Sc2ccc(C)cc2)CC(=O)N(c2ccccc2)[C@@H]1c1ccccc1	0	-1	-12	/	30	65*	-4
Fc1ccc(-c2ccc(Nc3cccc(F)c3)nn2)cc1	-1	-71	-4	-7	-17	-68	1
Cc1cc2occ(CC(=O)N(C)CC(=O)Nc3cccc(F)c3)c2cc1C	3	-3	-9	-2	9	-1	2
CC(C)C#Cc1ccc2c(c1)O[C@@H](CN(C)Cc1ccccn1)[C@@H](C)CN([C@H](C)CO)S2(=O)=O	-1	1	-9	8	-11	-14	4
N#Cc1c2n(c(=S)n(-c3ccc(F)cc3)c1=O)CCCCC2	-1	6	1	-11	17	-7	1
NC(=O)COc1ncn(-c2ccccc2)n1	3	/	/	-5	1	/	-9
CC(=O)Nc1ccc(NC(=O)CSc2nnc(-c3ccc(NS(C)(=O)=O)cc3)n2C)cc1C	2	-9	-10	19	11	0	0
COCCN(C(=O)COC(=O)/C=C/c1ccc(C)o1)c1c(N)n(Cc2ccccc2)c(=O)[nH]c1=O	4	/	-1	-1	-3	-1	0
CC(=O)NC1(c2ccccc2)CCN(CC(=O)N2CCC(C)CC2)CC1	-4	-1	/	6	-26	10	-6
O=C(CCN1C(=O)COc2ccccc21)NCCCN1CCCC1	-7	/	6	13	0	2	-2
CC1=CC(C)(C)NC(=S)N1c1ccc(N(C)C)cc1	-2	-5	?	-16	/	-7	/
COc1ccc(CNC(=O)C2CCCN(S(=O)(=O)c3ccc(F)cc3)C2)cc1 (configuration not stated)	4	/	-4	/	-8	/	1
CCOC(=O)C1(Cc2ccccc2C(F)(F)F)CCN(C(C)COC)CC1 (configuration not stated)	2	-11	-9	/	17	-17	3
O=C(/C=C/Nc1ccc(S(=O)(=O)Nc2cnc3ccccc3n2)cc1)c1ccccc1	1	-8	-3	3	-14	-6	-6
CCOc1ccc(C(=O)COC(=O)Cn2[nH]c(=O)c3ccccc3c2=O)cc1	-4	-3	?	/	1	/	-1
Cc1ccc(S(=O)(=O)N2[C@@H]3CNC[C@H]2C3c2ccc(-c3ccc(C(=O)N(C)C)cc3)cc2)cc1 (some centres not stated)	-1	/	-5	/	-10	-3	2

Brought forward from above: two compounds, then new ones.
SMILES	CASP6 VEID inh	EWS-Fli block	DENV2 CPE rescue	ARNT TACC3 PPI	LGR2 antag	PAX8 inh HTS	SIRT5 block
CCOc1ccc(C(=O)COC(=O)Cn2[nH]c(=O)c3ccccc3c2=O)cc1	-4	-3	?	/	1	/	-1
Cc1ccc(S(=O)(=O)N2[C@@H]3CNC[C@H]2C3c2ccc(-c3ccc(C(=O)N(C)C)cc3)cc2)cc1 (some centres not stated)	-1	/	-5	/	-10	-3	2
CC(=O)Oc1ccc(/C=C2\N=C(C3CCCCC3)OC2=O)cc1	8	11	-6	0	-4	-3	0
Cc1cc(C(=O)N/N=C/c2cc(Cl)cc([N+](=O)[O-])c2O)c2ccccc2n1	11	2	7	76*	11	9	-4
Cc1noc(C)c1S(=O)(=O)Nc1ccc2c(c1)C(=O)N([C@@H](C)CO)C[C@@H](C)[C@@H](CN(C)S(=O)(=O)c1ccc(Cl)cc1)O2	-4	-8	-1	/	-4	/	7
CC(C)C[C@H]1CN=C(Nc2ccccc2)N1CCCC1CCCCC1	6	32	/	0	10	-3	/
Cc1cccc(C(=O)N[C@H](C(=O)OCC(=O)NC(=O)c2cccn2C)C(C)C)c1	4	3	-5	-14	9	16	-1
Cc1cccc(N2CCN(c3ccc4cc(S(=O)(=O)N5CCCCC5)ccc4n3)CC2C)c1 (configuration not stated)	-1	24	3	1	5	-7	-8
Cn1c(=O)c(C(=O)CSc2ccccc2)c(N)n(Cc2ccccc2)c1=O	0	-7	10	26	5	-7	0
CN(C)CC(=O)N[C@@H]1CC[C@@H](CCn2cc(CN(C)C)nn2)O[C@@H]1CO	1	-8	0	-35	8	-11	-1
COc1ccc(OCc2nnc(SCC(=O)N3CCOCC3)o2)cc1	-1	4	8	-6	20	3	-1
C[C@@H]1CC[C@@]2(O[C@H](CCO)C[C@@H](O)[C@@H]2O)O1	-1	-6	-6	-7	-2	-18	/
CCOC(=O)C1CCN(C(=O)c2ccc3c(=O)n4nc(Nc5ccccc5OC)sc4nc3c2)CC1	6	22	?	/	11	-18	-2
Cc1ccc(S(=O)(=O)N2CCCC2C(=O)NCc2ccccc2F)cc1 (configuration not stated)	1	5	2	-8	-7	13	-3
CC(C)CC(=O)Nc1ccc(Cc2ccncc2)cc1	-5	2	10	-1	-22	0	-5
CCc1ccc(N2CC(C(=O)N3CCN(S(=O)(=O)c4cccc(F)c4)CC3)CC2=O)cc1 (configuration not stated)	-119	7	-4	/	5	10	1
FC(F)(F)c1cc(-c2ccccn2)nc2cc(-c3ccccc3)nn12	1	-28	5	-4	17	-16	-9
CC(=O)N1[C@@H]2c3ccc(-c4ccncc4)c(=O)n3C[C@H]1[C@H](CO)[C@H]2C(=O)NC1Cc2ccccc2C1	-4	3	11	-2	-4	13	-64
Cn1c(N)c(C(=O)COC(=O)CSc2ccccc2)c(=O)n(C)c1=O	3	6	0	33	-17	-15	-1
COc1ccc([N+](=O)[O-])cc1N(CC(=O)NC1CCCC1)S(C)(=O)=O	-4	-1	-5	5	3	-13	-8
CCCC(=O)N1CCC2(CC1)CN(Cc1cccnc1)[C@@H](CO)c1[nH]c3cc(OC)ccc3c12	3	-15	9	/	-5	/	-2
O=c1c2ccccc2nc2n1CCc1ccc(Br)cc1-2	-2	-16	-12	/	8	-24	-1

Results in CASP6 VEID inh, for 4 of the compounds above:
Molecule | CASP6 VEID inh
CC(=O)Oc1ccc(/C=C2\N=C(C3CCCCC3)OC2=O)cc1 | 8
Cc1cc(C(=O)N/N=C/c2cc(Cl)cc([N+](=O)[O-])c2O)c2ccccc2n1 | 11
Cc1noc(C)c1S(=O)(=O)Nc1ccc2c(c1)C(=O)N([C@@H](C)CO)C[C@@H](C)[C@@H](CN(C)S(=O)(=O)c1ccc(Cl)cc1)O2 | -4
CC(C)C[C@H]1CN=C(Nc2ccccc2)N1CCCC1CCCCC1 | 6

Next section.
SMILES	CASP6 VEID inh	EWS-Fli block	DENV2 CPE rescue	ARNT TACC3 PPI	LGR2 antag	PAX8 inh HTS	SIRT5 block
O=S(=O)(Nc1cccc(F)c1)c1ccc(S(=O)(=O)N2CCOCC2)cc1	2	3	1	/	-8	-11	4
C[C@H]1CN([C@@H](C)CO)C(=O)Cc2cc(NC(=O)C3CC3)ccc2O[C@H]1CN(C)Cc1ccc(C(=O)O)cc1	-2&-6	-3&-10	3&-5	-5&0	-8&-7	7	-3
O=C(C[C@@H]1C=C[C@H](NC(=O)Nc2ccccc2)[C@H](CO)O1)NCc1ccccn1	/	-9	6	/	-10	-14	-2
CCCCc1c(C)nc(N2CCCC2)[nH]c1=O	2	-5	1	1	7	13	1
O=C1C(Cc2ccccc2)NC(=S)N1c1ccccc1 (configuration not stated)	1	2	-5	-1	14	/	6
CC=Cc1ccc2n(c1=O)C[C@H]1[C@H](CO)[C@@H](C(=O)NC3CCCC3)N(Cc3ccncc3)[C@@H]21 (mixture of isomers)	-1	-4	-5	8	-14	/	3
O=C(COc1ccccc1)N[C@@H]1c2ccccc2CC[C@@H]1O	-5	6	-1	-2	-12	1	-2
O=C(Nc1ccc(Cl)c(S(=O)(=O)N2CCOCC2)c1)c1ccccn1	-3	-4	/	/	-4	11	2
O=C(N[C@H]1CCC(=O)N(CCSc2ccc(Br)cc2)CC1)OCc1ccccc1	-9	14	-2	-12	15	-12	-2
C=CCN(c1cccc(C(F)(F)F)c1)S(=O)(=O)c1cccc(C(=O)OCC(=O)NC)c1	3	-6	3	-1	8	4	-2
C[C@H](CO)N1C[C@H](C)[C@H](CN(C)CC2CC2)Oc2ccc(NC(=O)Cc3ccccc3)cc2CC1=O	-4	12	-11	-1	11	3	4
CCc1nnc(NC(=O)CSc2nnc(Cc3ccccc3)o2)s1	-1	/	/	2	3	/	0
O=C(C[C@@H]1C[C@@H]2c3cc(NS(=O)(=O)c4ccc(F)cc4)ccc3O[C@@H]2[C@H](CO)O1)NC1CCCCC1	-1	2	1	-2	0	2	-1
COc1cccc(N(C(=O)c2sc(C)nc2C)C(C(=O)NCC2CCCO2)c2ccccc2)c1 (configuration not stated)	2	-6	-5	0	-1	26	1
O=C(O)CSCC(=O)Nc1ccccc1SCCS(=O)(=O)c1ccc(Cl)cc1	1	-19	-7	-6	-7	0	-2
CC(/C=C/c1ccco1)=N\NC(=O)CNc1cccc(C)c1	-5	4	-3	-3	24	9	-6
O=S(=O)(NCC[C@H]1CC[C@@H](NS(=O)(=O)c2cccc(F)c2)[C@H](CO)O1)c1cccc(F)c1	-4	-11	17	/	-6	3	1
CCCCN1C(=N)N([C@@H](CCC)CN2CCC[C@H]2CN2C(N)=NC[C@@H]2Cc2ccccc2)C[C@H]1Cc1ccccc1	-4	0	/	9	-16	6	-3
